# Bioassay records as filed in PubChem.
# hcGAS lum: inhibitors of human cGAS. Q8N884. recombinant h-cGAS, ATP depletion, Kinase-Glo luminescence. inhibition, % at 12.5 µM. 290,000 compounds, 0.081% hits. AID 1259398;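 also: 0% = vehicle reaction and 100% = reaction without DNA for no activity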
# Target sequence (Q8N884 whole entry, looked up): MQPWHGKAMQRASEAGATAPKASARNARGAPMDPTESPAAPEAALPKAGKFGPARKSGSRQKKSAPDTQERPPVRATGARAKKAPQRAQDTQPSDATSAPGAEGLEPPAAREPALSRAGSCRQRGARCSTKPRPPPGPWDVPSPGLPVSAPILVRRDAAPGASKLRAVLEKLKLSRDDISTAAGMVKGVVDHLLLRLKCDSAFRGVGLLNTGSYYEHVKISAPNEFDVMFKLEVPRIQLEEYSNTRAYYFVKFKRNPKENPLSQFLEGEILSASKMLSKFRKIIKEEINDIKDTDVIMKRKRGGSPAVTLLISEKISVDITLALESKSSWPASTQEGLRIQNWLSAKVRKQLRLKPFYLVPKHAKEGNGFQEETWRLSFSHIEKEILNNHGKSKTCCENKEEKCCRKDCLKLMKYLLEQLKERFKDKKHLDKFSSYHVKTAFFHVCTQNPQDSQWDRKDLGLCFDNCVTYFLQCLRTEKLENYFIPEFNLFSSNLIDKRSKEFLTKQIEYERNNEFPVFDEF
# mcGAS inh: mouse cGAS inhibition by luminescence; 160,000 compounds, 0.15% hits; recombinant cGAS, Kinase-Glo ATP depletion luminescence; inhibition, % at 12.5 µM; AID 1259399;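 also: 0% = negative control wells and 100% = reference inhibitor with no enzyme activity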
# NPYLR7 agonist: mosquito NPYLR7 agonism; AID 1259423; 270,000 compounds, 0.15% hits; activation, % at 10 µM; HEK293T NPYLR7/Galpha15, GCaMP6s calcium fluorescence; in the data active = activation above about 40%;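 also: 0% = vehicle and 100% = reference agonist at the receptor; some compounds past the cut are filed as inactive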
# Active calls of the source: *; · = not tested or not shown; & = joins results of further samples. Rule as the data show it, unless noted: active = inhibition above about 40%; inactive = the rest.
SMILES,hcGAS lum,mcGAS inh,NPYLR7 agonist
Cc1nn(C)c(Cl)c1/C=C1/CCCc2c1nc1ccccc1c2C(=O)O,1.9,-8.5,56.8*
COc1ccccc1-n1c(SCc2nc(C(=O)Nc3ccc(F)cc3)cs2)nnc1-c1ccccc1Cl,-8.2,-4.2,16.1
Cc1cccc(C)c1-n1c(=O)c2ccccc2n2c(SCC(=O)N3CCCCC3C)nnc12 (stereo not drawn),-4.7,-7.6,2.3
CN(C)c1ccc(CNC(=O)c2ccc(=O)[nH]n2)cc1,-5.8,·,4.0
CC(=O)N1CCC([C@@H]2CN(C3CCOCC3)C[C@H]2CO)CC1,-3.5,-2.2,·
CCN1CCN(c2cc(C)nc3c(-c4ccc(Cl)cc4)c(C)nn23)CC1,-5.2,-8.0,-0.6
CN(C(=O)CN1CCN(c2cc(-c3ccc(-c4ccccc4)cc3)ncn2)CC1)c1ccccc1,-4.6,·,5.5
CCOC(=O)NC(=O)CN1CCN(c2cccc(Cl)c2)CC1,-10.1,·,-6.1
Cc1nc2c(c(NCc3cc(CC(C)C)on3)n1)CNC2,-3.1,-1.7,-4.4
O=C(Cc1n[nH]c(=O)c2ccccc12)NC1CCCC(C(F)(F)F)C1 (stereo not drawn),-4.8,·,12.8
CCCCCn1c(N2CCN(c3ccccc3)CC2)nc2c1c(=O)n(C)c(=O)n2C,-1.4,·,3.1
COC(=O)c1ccc(CSc2ncc(CO)n2CC(=O)NC(C)C)cc1,4.2,·,3.6
CC(Oc1ccc(Br)cc1)C(=O)N(C)c1nccs1 (stereo not drawn),-2.3,·,10.2
CCc1nc2ccc(C(=O)Nc3ccc(OC)c(OC)c3)cn2c1N(CC)C(=O)NCCc1ccccc1,-0.2,-1.1,0.3
O=C(NCC1CCS(=O)(=O)C1)c1cc(CN2CCOCC2)on1 (stereo not drawn),-11.4,-5.4,·
Cc1n[nH]c(C)c1CCC(=O)N1CCc2c(nc(N(C)C)[nH]c2=O)C1,-4.3,-4.4,20.8
CCc1ccccc1N1CCN(Cc2ccc(F)cc2)C(C)C1=O (stereo not drawn),-0.4,-5.1,8.8
Cc1sc2nc(C(C)N3CCCC3c3ccsc3)[nH]c(=O)c2c1C (stereo not drawn),-5.2,-6.3,-2.1
COc1ccc(NC(=O)C2CC(=O)N(Cc3ccc(Cl)cc3)C(=Nc3ccccc3)S2)cc1 (stereo not drawn),-0.6,·,0.3
CC(NC(=O)C(=O)NCCOc1ccc(F)cc1)c1ccccc1 (stereo not drawn),-5.6,·,0.5
Cc1ccc(-n2c(-c3ccc(Br)cc3)c[n+]3c2CCCCC3)cc1,1.7,-4.9,3.2
CN(CCc1cccs1)C(=O)NC1CCN(C)C1=O (stereo not drawn),-7.6,·,0.6
CN(Cc1ccc(SC(F)F)cc1)c1cn[nH]c(=O)c1Cl,-6.4,-13.1,9.9
CCN(CC)C(=O)Oc1ccc2c(ccn2Cc2ccc(C(F)(F)F)cc2)c1-c1ccc(C#N)cc1,-2.5,-5.5,1.5
COc1ccc(Cl)cc1NC(=O)CCC1CCCN(C(=O)CC2=CCCCC2)C1 (stereo not drawn),-10.7,-11.5,7.5

# Some entries already given, showing only mcGAS inh and hcGAS lum:
canonical_smiles | mcGAS inh | hcGAS lum
O=C(Cc1n[nH]c(=O)c2ccccc12)NC1CCCC(C(F)(F)F)C1 (stereo not drawn) | · | -4.8
CCCCCn1c(N2CCN(c3ccccc3)CC2)nc2c1c(=O)n(C)c(=O)n2C | · | -1.4
COC(=O)c1ccc(CSc2ncc(CO)n2CC(=O)NC(C)C)cc1 | · | 4.2
CC(Oc1ccc(Br)cc1)C(=O)N(C)c1nccs1 (stereo not drawn) | · | -2.3
CCc1nc2ccc(C(=O)Nc3ccc(OC)c(OC)c3)cn2c1N(CC)C(=O)NCCc1ccccc1 | -1.1 | -0.2
O=C(NCC1CCS(=O)(=O)C1)c1cc(CN2CCOCC2)on1 (stereo not drawn) | -5.4 | -11.4

# Following part.
SMILES,hcGAS lum,mcGAS inh,NPYLR7 agonist
N#Cc1ccccc1S(=O)(=O)N1CCN(CC(OCc2c(F)cccc2F)c2ccc(Cl)cc2)CC1 (stereo not drawn),-0.7,-6.4,26.3
O=C(Nc1ccccc1Cl)Nc1ccnn1C1CCN(C2CCSCC2)CC1,-1.8&-7.4,-6.1,1.6&-2.6
CNc1cccc(-c2ccc(OC)cc2OC)n1,-16.3,·,1.5
CCS(=O)(=O)N1CCN(C(=O)CCC(=O)NC2CCCC2)CC1,-5.9,-7.4,4.6
CCOC(=O)C1CCN(CC(=O)N2N=C(c3cc(C)ccc3C)CC2c2ccc(Cl)cc2)CC1 (stereo not drawn),-3.4,-4.7,-1.4
CCOc1ccc(Nc2nc(Nc3ccc(OCC)cc3)nc(Sc3nnc(C)s3)n2)cc1,-8.1,-5.2,-5.6
Cc1ccc(C(=O)NCC(=O)N2CCOC(COCc3cccc(C)c3)C2)cc1 (stereo not drawn),-6.2,-5.5,-7.1
COC(=O)c1cc(C=C2N=C(c3cccc(Cl)c3)OC2=O)oc1C,-6.4,·,5.9
NC(=O)c1ccc(C(=O)N2CCC3(CCCCCC3)C2)cc1,-4.7,·,-3.8
CC(C)(C)c1csc(CN2CCN(CC(=O)Nc3ccccc3F)CC2)n1,-0.7,-10.3,-23.1
CCOC(=O)c1c(NC(=O)c2ccccc2F)sc(C(=O)N2CCCCC2)c1C,-2.4,-5.7,-0.5
NS(=O)(=O)c1ccc(F)cc1,6.1,·,4.6
CC(C)(C)c1nn2cnnc2n(/N=C\c2ccccc2)c1=O,-8.9,·,1.5
COc1ccc(CN(C)C(=O)c2cc3n(n2)CCCNC3)c2cccnc12,-2.2,·,-4.2
COc1cc(-c2nc(CN3CCSCC3)c(C)o2)ccc1F,-4.0,·,1.5
COc1ccc(-n2nc(C)c(C(=O)NC3CC3)c2C)cc1,-3.7,-4.0,-2.0
CCC(=O)N(CC(C)C)c1ccc(CC(=O)O)cc1,-1.8,·,4.5
O=S(=O)(c1cccnc1)N1CCOC(CCCc2ccccc2)C1 (stereo not drawn),-9.2,-12.7,16.2
CC(OC(=O)c1ccc(-c2ccc(Cl)cc2)o1)C(=O)NCC(F)(F)F (stereo not drawn),3.5,·,-1.7
CCN(CC)CCCNC(=O)c1cc(C2CC2)on1,-9.4,-5.0,·
COc1cccc(CC(=O)Nc2ccc(NC(=O)C3CC3)cc2C(F)(F)F)c1,-14.3,·,-2.3
Clc1ccc2nc(SCc3cn4cc(Cl)ccc4n3)[nH]c2c1,-14.9,·,2.8
COc1ccc(CN(Cc2cccc(C)c2)CC(O)COCC(C)C)cc1 (stereo not drawn),-9.5,-4.4,33.4
COc1ccc(CN(C)Cn2nc3n(c2=S)CCCCC3)c(OC)c1,-15.3,·,-3.1
COc1ccccc1N1CCN(C2CCCN(C(=O)c3ccc(F)cc3)C2)CC1 (stereo not drawn),-4.8,·,-0.3

# One compound at a time, from the list above:
# Profile of NS(=O)(=O)c1ccc(F)cc1 : hcGAS lum = 6.1; mcGAS inh = ·; NPYLR7 agonist = 4.6
# Profile of COc1ccc(CN(C)Cn2nc3n(c2=S)CCCCC3)c(OC)c1 : hcGAS lum = -15.3; mcGAS inh = ·; NPYLR7 agonist = -3.1
# Profile of CCS(=O)(=O)N1CCN(C(=O)CCC(=O)NC2CCCC2)CC1 : hcGAS lum = -5.9; mcGAS inh = -7.4; NPYLR7 agonist = 4.6

# The list continues:
SMILES,hcGAS lum,mcGAS inh,NPYLR7 agonist
CCSc1nc(-c2ccccc2)cc(-c2cccs2)c1C#N,-1.2,-3.9,6.4
NS(=O)(=O)c1ccc(N=Nc2c(-c3ccccc3)[nH]n(-c3ccc([N+](=O)[O-])cc3)c2=O)cc1,2.5,0.4,-12.7
Cc1ccc(C)c(CSc2cc(C)[nH]c(=O)n2)c1,-7.0,-6.8,-1.4
Cc1ccc(-c2nc3ncccn3c2NC2CCCC2)o1,-4.4,·,7.5
O=C(CN1C(=O)NC2(CCCc3sccc32)C1=O)NCc1ccccc1 (stereo not drawn),-1.6,-8.6,5.9
Cc1cc(C)cc(-n2nc(C(=O)NCc3ccncc3)c(=O)n(Cc3ccccc3C)c2=O)c1,-2.6,-3.5,0.2
CC1(C(=O)Nc2cccc3ccccc23)CCN1C(=O)c1ccccc1CCc1ccccc1 (stereo not drawn),-6.5,-3.6,2.4
COc1ccc(C(=O)NCCNc2ccc(Nc3ccncc3)nn2)cc1OC,-7.6,·,10.4
O=C(c1ccc(-c2cn[nH]c2)nc1)N1CCC(N2CCOCC2)CC1,-4.4,·,18.4
CN1CCN(C(=O)NCC2CC(=O)N(Cc3ccccc3)C2)CC1 (stereo not drawn),-9.4,·,-6.3
Nc1ccc(N=Nc2ccc(N)cc2)cc1,-2.8,-2.6,17.7
CC1Cc2ccccc2N1C(=O)COC(=O)CNC(=O)c1ccc(Br)cc1 (stereo not drawn),-5.2,-7.7,-3.9
c1ccc(C2c3[nH]c4ccccc4c3CCN2Cc2cn[nH]c2C2CCCCC2)nc1 (stereo not drawn),-1.9,-14.4,8.1
COc1ccc(C)cc1S(=O)(=O)Nc1ccccc1F,-6.0,·,-2.9
Cc1cccc(CN2CCN(c3nc4c(c(=O)[nH]c(=O)n4C)n3Cc3cc(C)ccc3C)CC2)c1,-0.9,·,0.7
COCCCN(CC(=O)N(Cc1ccc(F)cc1)Cc1cccs1)C(=O)C(Cl)c1ccccc1 (stereo not drawn),-6.7,-5.3,-2.2
O=C(CSc1nc(=O)n(Cc2ccncc2)c2c1CCC2)Nc1cccc2ccccc12,-8.2,-9.2,-1.1
COc1cccc(Cc2nsc(N3CCN(C(=O)/C=C/c4ccc([N+](=O)[O-])cc4)CC3)n2)c1,-3.2,-3.9,6.1
C=CCN(CC(=O)N1CCc2sccc2C1c1ccc(F)cc1)S(=O)(=O)c1cc(Cl)ccc1Cl (stereo not drawn),-0.1,-3.8,10.5
CCCn1c(=O)n(Cc2cc(-c3ccccc3)on2)c2ccccc21,-4.3,·,-0.6
O=C(NC[C@H]1CNC[C@@H]1CO)c1ccccc1Cc1ccc(Cl)cc1,-1.3,·,-0.6
Oc1oc(-c2ccc(Cl)cc2)nc1C=Nc1ccc(Cl)cc1Cl,0.5,-1.0,13.7
CCc1cccc(NC(=O)Cn2nc3ccc(SC(C)C)nn3c2=O)c1,-7.2,-7.6,·
COc1ccccc1C(=O)NC(CCSC)C(=O)N1CC=C(c2ccccc2)CC1 (stereo not drawn),-8.7,·,5.1
COc1ccc(CNc2nncc(-c3ccc4ccccc4c3)n2)c(OC)c1,-7.9,·,2.8
SMILES,hcGAS lum,mcGAS inh,NPYLR7 agonist
O=C1CNC(=S)N1Cc1ccccn1,-4.5,·,11.2
O=C(O)CCn1c(-c2cccs2)n[nH]c1=S,-0.2&-0.7,·,0.8&9.6
O=C(C1CC2CCC1C2)N1CCN(S(=O)(=O)c2ccc(Cl)c(Cl)c2)CC1 (stereo not drawn),1.9,·,0.0
O=C(NCC1CC1)C1CCCN(c2ncnc3ccc(F)cc23)C1 (stereo not drawn),-5.9,·,1.6
Cc1ccccc1C1CCN(CCNC(=O)C2=NNC(=O)CC2)C1 (stereo not drawn),-8.6,·,21.5
O=C(c1ccc(CSc2ccc3ccccc3n2)cc1)N1CCC(O)(Cc2ccccc2)CC1,-6.5,-3.5,-2.2
Cc1ccccc1NC(=O)CSc1nc2c(-c3ccccc3)c[nH]c2c(=O)n1C,-7.0,-6.3,-0.1
CCc1cc(-c2nccn2Cc2cc(C)no2)on1,-5.9,-13.6,·
Cc1ccc(C2SCCN2C(=O)Nc2cc(C(F)(F)F)cc(C(F)(F)F)c2)o1 (stereo not drawn),-8.6,-5.9,-3.3
CN(Cc1cccs1)C(=O)C1(c2ccccc2F)CC1,-3.5,-13.8,·
CC(=O)Nc1cncc(-c2ccc(O)cc2C)n1,-15.7,·,1.9
CC=CC(=O)OCC(=O)c1ccc(Br)s1,-9.2,·,20.8
OCC1(Cc2ccccc2C(F)(F)F)CCN(C/C=C/c2ccccc2)CC1,7.3&-5.8,-12.7,1.5&7.9
CN(CC(=O)Nc1sccc1C#N)S(=O)(=O)c1ccc(Cl)cc1,-9.8,·,13.8
CNC(=O)c1ccc(CN2CCCC(CCc3cccc(OC)c3)C2)o1 (stereo not drawn),-5.2,·,-3.7
CSCCC(=O)N1CCC2(CCCN(CC3CC3)C2=O)C1 (stereo not drawn),-0.2,·,4.9

# Arranged by heavy-atom count (descending): five of the compounds above.
SMILES,hcGAS lum,mcGAS inh,NPYLR7 agonist
COc1ccc(NC(=O)C2CC(=O)N(Cc3ccc(Cl)cc3)C(=Nc3ccccc3)S2)cc1 (stereo not drawn),-0.6,·,0.3
COc1ccccc1C(=O)NC(CCSC)C(=O)N1CC=C(c2ccccc2)CC1 (stereo not drawn),-8.7,·,5.1
CNC(=O)c1ccc(CN2CCCC(CCc3cccc(OC)c3)C2)o1 (stereo not drawn),-5.2,·,-3.7
Oc1oc(-c2ccc(Cl)cc2)nc1C=Nc1ccc(Cl)cc1Cl,0.5,-1.0,13.7
COc1ccc(C)cc1S(=O)(=O)Nc1ccccc1F,-6.0,·,-2.9

# Pulled by compound from above:
SMILES,hcGAS lum,mcGAS inh,NPYLR7 agonist
COc1ccc(CNc2nncc(-c3ccc4ccccc4c3)n2)c(OC)c1,-7.9,·,2.8
CN(Cc1ccc(SC(F)F)cc1)c1cn[nH]c(=O)c1Cl,-6.4,-13.1,9.9
